Screening results from PubChem.
VP16 counter – Gal4-VP16 reporter inhibition counter-screen; Drosophila S2 Gal4-VP16 UAS-luciferase, luminescence, 20 h; Potency, µM (titrated, usually from 53.6 µM), for the others: at the top dose activity, negative = inhibition, actives largely listed as inhibitors; hit rate 3.5% among 310,000; AID 2546;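 note: Gal4-VP16 expression switched on by copper sulfate through the metallothionein promoter; nearly all actives have a fitted effect of over 50% in size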
RORgamma inh – blocks mouse ROR gamma transcriptional activity | P51450 | Drosophila S2 Gal4-RORgamma UAS-luciferase reporter, 20 h | Potency, µM (doses to about 53.6 µM), for inactives: at the top dose activity change, negative = inhibition, actives largely listed as inhibitors | hit rate 5.4% among 310,000 | AID 2551; note: nearly all actives have a fitted effect of over 60% in size
Target sequence (P51450 whole entry, looked up, the tested form may be a part): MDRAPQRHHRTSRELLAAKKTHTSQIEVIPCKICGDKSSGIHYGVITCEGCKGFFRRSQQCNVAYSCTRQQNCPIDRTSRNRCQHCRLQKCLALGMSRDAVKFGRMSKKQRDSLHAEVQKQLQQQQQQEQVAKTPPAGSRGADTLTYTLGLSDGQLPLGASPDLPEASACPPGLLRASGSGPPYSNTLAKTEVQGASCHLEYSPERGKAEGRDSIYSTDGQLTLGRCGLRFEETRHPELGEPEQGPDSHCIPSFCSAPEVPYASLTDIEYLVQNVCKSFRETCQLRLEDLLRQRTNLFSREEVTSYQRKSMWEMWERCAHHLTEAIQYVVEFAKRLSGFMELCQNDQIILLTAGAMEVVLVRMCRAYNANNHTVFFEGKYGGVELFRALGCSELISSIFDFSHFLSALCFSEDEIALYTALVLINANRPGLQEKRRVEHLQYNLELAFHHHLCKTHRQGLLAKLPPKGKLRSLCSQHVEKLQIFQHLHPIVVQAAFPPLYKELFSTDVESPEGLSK
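In this cell-based reporter format, copper sulfate (700 uM final) drives Gal4–ROR gamma fusion expression from a metallothionein promoter in Drosophila Schneider cells; compounds preincubated 1 hr, reporter read after 20 hr at ambient temperature.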
* = called active by the depositor; ? = inconclusive; & = joins results of further samples; [ ] = remark or other dose. Calls come from the whole dose curve; as a rule, active = well fitted curve in the direction sought with a large enough effect; inconclusive = small, poorly fitted or top-dose-only effect, or another doubt; inactive = no such curve, though single readings can be large; an effect the other way counts as inactive or inconclusive. % is set by controls: 0 for no effect and ±100 for the full control effect; potency is the fitted concentration of half-maximal effect. Some of the compounds tested; rates above refer to the full screens.

SMILES	VP16 counter	RORgamma inh
O=[N+]([O-])c1c(Cl)c(Cl)cc(Cl)c1Cl	5%	3%
CC1=C2[C@@H]3OC(=O)[C@@H](C)[C@@H]3CC[C@]2(C)C=CC1=O	2%[17 µM]	0%[16.9 µM]
CC1(C)N([O-])[N+](=O)C1(C)Br (stereo not drawn)	-20%	2%
CC(=O)OC1C2CCC3C1(CC(O)[C@@]1(O)[C@@H](CC(O)C1(C)C)[C@]3(C)O)C[C@@]2(C)O (stereo partly drawn)	8%	23%
Nc1cccc2ccccc12	2%	-23%
CC(C)(O)C1C2OC(=O)C1[C@]1(O)C[C@H]3O[C@]34C(=O)O[C@H]2[C@]14C (stereo partly drawn) (tested in a mixture with another compound)	-3%	16%
c1ccc(N2CCCC3(CCNCC3)C2)nc1	6%	19%
O=c1[nH]cc(N(CCCl)CCCl)c(=O)[nH]1	4%	-29%
COC(=O)N1CCC2(CCCN(C)C2)CC1	10%	-16%
CCOC(=O)CC(SP(=S)(OC)OC)C(=O)OCC (stereo not drawn)	-1%&1%	-10%&16%
COc1ccc(-n2nc(C(F)(F)F)cc2-c2ccc(Cl)cc2)cc1	-2%	17%
CCCCC/C=C\C/C=C\C/C=C\C/C=C\CCCCOC(CO)CO	5%	18%
COc1cc2c(cc1OC)[C@@]13CCN4CC5=CCOC6CC(=O)N2C1[C@H]6[C@@H]5C[C@@H]43 (stereo partly drawn)	4%	-2%
C=CC[C@]1(O)CCC2C3CCC4=CCCCC4C3CCC21C (stereo partly drawn)	2%	-39%
CCCCC(C#N)(Cn1cncn1)c1ccc(Cl)cc1 (stereo not drawn)	0%	31%
O=c1cccc2n1CC1CC2CN2CCCC[C@H]12 (stereo partly drawn)	-3%	10%
C=CCOC(C)=O	3%	9%
COc1ccc2[nH]cc(C3=CCNCC3)c2c1	1%	-25%
O=C(O)/C=C\CO	1%	-10%
CN1CC[C@@H]2CN3CCc4cccc(c43)[C@H]2C1	9%	-10%
C=C1C(O)C2OC3(CCC(/C=C/C(C)C4CC(C)=CC5(OC(CC(C)(O)C(=O)O)CCC5O)O4)O3)CCC2OC1C(O)CC(C)C1OC2(CCCCO2)CCC1C (stereo not drawn)	0.011µM*	0.004µM*
Cc1ccc(C[N+](C)(C)C)o1	4%&-8%	1%&-7%
CC1=CC(=O)C2=C(C)C[C@@H](O)[C@@H]3[C@@H](OC(=O)[C@H]3C)[C@H]12	-4%[17 µM]	1%[16.9 µM]
ClC1=C(Cl)C(Cl)(C2(Cl)C(Cl)=C(Cl)C(Cl)=C2Cl)C(Cl)=C1Cl	7.1µM*	8.9µM*
CC(=O)O[C@@H]1C[C@@]2(C)C(c3ccoc3)C[C@H]3O[C@]32[C@]2(C)C(=O)C(O)=C3C(C)(C)C(=O)C=C[C@]3(C)C12 (stereo partly drawn)	13µM*	?

Going on with the list:
SMILES	VP16 counter	RORgamma inh
CC(=O)C1CC[C@H]2C3CC[C@@H]4CC(O)CC[C@@]4(C)C3CC[C@]12C (stereo partly drawn)	-1%	-29%
CC(C)=CCCC1(C)C=Cc2c(O)c3c(c(CC=C(C)C)c2O1)OC12C(=CC4CC1C(C)(C)OC2(C/C=C(/C)C(=O)O)C4=O)C3=O (stereo not drawn)	5µM*	3.2µM*
CCNc1nc(Cl)nc(NCC)n1	-1%	?
CC(=O)[O][Sn]([c]1ccccc1)([c]1ccccc1)[c]1ccccc1	3.5µM*	0.89µM*
CCOP(=S)(OCC)Oc1ccc(Cl)cc1Cl	-8%	17%
CN(C)c1ccc(N(C)C)cc1	?	?
C=C(C)C(=O)OCC1CO1 (stereo not drawn)	-11%	14%
O=[N+]([O-])c1ccc2c3c(cccc13)CC2	-4%	3%
Clc1ccc(C(Cl)(Cl)Cl)cc1Cl	-4%	-1%
CC1CC[C@]2(NC1)OC1CC3C4CC=C5CC(O)CC[C@@]5(C)C4CC[C@]3(C)C1C2C (stereo partly drawn)	-12%	-38%
NNc1ccccc1	2%&1%	1%&-17%
CC(C)N1C(=O)c2ccccc2NS1(=O)=O	2%	2%
O=c1oc2ccccc2c(O)c1C(c1ccccc1O)c1c(O)c2ccccc2oc1=O	-1%	-17%
CNCCc1cnc[nH]1	-8%&1%	-1%&-1%
N#CC(Cl)Cl	?	?
O=P(O)(O)CCCl	-8%	-4%
COc1ccccc1CN1CCCC2(CCN(C(=O)Oc3ccccc3)CC2)C1	7%	-23%
Cc1o[nH]c(=O)c1C[C@H](N)C(=O)O	-7%&-8%&4%&-9%	30%&-6%&-10%&36%
O=C(Nc1cccc(F)c1)N1CC2(CCNCC2)C1	7%	-3%
CN(C)NC(=O)CCC(=O)O	-7%	-1%
COC(=O)c1ccccc1N	-8%	9%
c1ccc2c(c1)sc1ccccc12	-13%	14%
COc1ccc2c(c1O)-c1c(OC)c(OC)cc3c1[C@@H](C2)N(C)CC3	-6%	26%
CC[C@]1(O)C(=O)OCc2c1cc1n(c2=O)Cc2cc3ccccc3nc2-1	?	-22%
CC(C)c1cc2c(c(O)c1O)[C@@]1(C(=O)O)CCCC(C)(C)[C@@H]1CC2	?	?

Arranged by molecular weight (falling): some entries from above.
SMILES	VP16 counter	RORgamma inh
CC(=O)[O][Sn]([c]1ccccc1)([c]1ccccc1)[c]1ccccc1	3.5µM*	0.89µM*
COc1ccc2c(c1O)-c1c(OC)c(OC)cc3c1[C@@H](C2)N(C)CC3	-6%	26%
CC1=CC(=O)C2=C(C)C[C@@H](O)[C@@H]3[C@@H](OC(=O)[C@H]3C)[C@H]12	-4%[17 µM]	1%[16.9 µM]
CN(C)NC(=O)CCC(=O)O	-7%	-1%
COC(=O)c1ccccc1N	-8%	9%

Additional records.
SMILES	VP16 counter	RORgamma inh
ClC=CCl	-9%	5%
CCCC(=O)OC(C(Cl)(Cl)Cl)P(=O)(OC)OC (stereo not drawn)	-4%	?
c1ccc2c(c1)CCNC2	-7%	-10%
O=C(CCl)c1ccc(Oc2ccc(C(=O)CCl)cc2)cc1	?	?
COC(=O)/C(C)=C\CC12OC(C)(C)C3CC(C=C4C(=O)c5c(OC)c6c(c(CC=C(C)C)c5OC431)OC(C)(CCC=C(C)C)C=C6)C2=O (stereo not drawn)	-1%	?
CCCCCCCCOC(=O)c1ccccc1C(=O)OCCCCCCCC	-6%&-8%	1%[10 µM]
CSCC[C@H](NC(=O)[C@H](CC(C)C)NC(=O)[C@@H](Cc1cnc[nH]1)NC(=O)[C@H](Cc1ccccc1)NC(=O)[C@@H](Cc1ccccc1)NC(=O)[C@@H](N)Cc1ccc(O)cc1)C(N)=O	-12%	1%
Oc1ccc2c3c1O[C@H]1c4c(c5ccccc5n4Cc4ccccc4)C[C@]4(O)[C@H](C2)N(CC2CC2)CC[C@@]314	-28%	?
CC1CC2CC(=O)C3CCCN4CCCC2[C@]34C1 (stereo partly drawn)	3%	-6%
COC(=O)[C@@H]1C[C@@]2(O)[C@@H](O)[C@@H](O)[C@@H](O)C[C@H]2N1Cc1cccnc1	-5%	-25%
Cc1ccc2oc(-c3ccccc3)cc(=O)c2c1	?	?
CC(C)(Cc1c[nH]c2ccc(Cl)cc12)NCCOc1ccccc1OCC1CC1	16µM*	13µM*
O=C(Oc1ccccc1)N1CCC[C@@]2(CCN(C(c3ccccc3)c3ccccc3)C2)C1	19%	10%
C[C@@H]1C[C@H](C)C[C@H](C)[C@@H](O)CC(=O)O[C@H]([C@H]2CCC[C@H]2C(=O)O)C/C=C/C=C(/C#N)[C@H](O)[C@@H](C)C1	?	0.028µM*
COC(=O)Nc1cccc(OC(=O)Nc2cccc(C)c2)c1	-12%	-10%
CNc1ccc(C(=O)CC(O)CCC(C)C2OC(=O)CC(O)CC(=O)CC(O)CC(O)CC(O)CC(O)CC3(O)CC(O)C(C(=O)OC)C(CC(O[C@@H]4OC(C)C(O)C(N)C4O)/C=C/C=C/C=C/C=C/C=C/C=C/C=C/C2C)O3)cc1 (stereo partly drawn)	-9%	-4%
CC1CC[C@@]2(NC1)O[C@@H]1C[C@H]3C4CC=C5C[C@@H](O)CC[C@]5(C)C4CC[C@]3(C)[C@H]1[C@@H]2C (stereo partly drawn)	-11%	-42%
N#C/C(=C\c1ccc(O)c(O)c1)C(N)=S	1%	29%
O=P1(Oc2ccccc2)CC=CC(COC(c2ccccc2)(c2ccccc2)c2ccccc2)O1 (stereo not drawn)	-3%	33%
O=C1c2ccccc2C(=O)c2ccccc21	2%&3%	-8%[10 µM]
CCCCNCC(O)c1ccc(O)cc1 (stereo not drawn)	7%	0%[10 µM]
CC(=O)OC[C@]12C[C@H](OC(=O)CC(C)C)C(C)=C[C@H]1O[C@H]1[C@H](O)[C@@H](OC(C)=O)[C@@]2(C)[C@]12CO2	-90%	0.025µM*
O=[N+]([O-])c1c(Cl)cccc1-c1c[nH]cc1Cl	?	?
COc1cccc([C@@]2(O)CCCCC2CN(C)C)c1 (stereo partly drawn)	-2%&2%	-3%&1%
c1ccc(C2CO2)cc1 (stereo not drawn)	7%	0%

Further records.
SMILES	VP16 counter	RORgamma inh
O=C(Nc1cccc(C(=O)Nc2cc(C(=O)Nc3ccc([S+](=O)([O-])[O-])c4cc([S+](=O)([O-])[O-])cc(SOOO)c34)ccc2F)c1)Nc1cccc(C(=O)Nc2cc(C(=O)Nc3ccc([S+](=O)([O-])[O-])c4cc([S+](=O)([O-])[O-])cc([S+](=O)([O-])[O-])c34)ccc2F)c1	-3%	7%
Clc1ccc([C@@H]2C[C@H]3CC[C@@H]2N3)cn1	5%	25%
CC[C@]1(O)CC[C@H]2[C@@H]3CCC4=CCCC[C@@H]4[C@H]3CC[C@@]21C	4%	1%
CCCCCc1cc(O)c2c(c1)OC(C)(C)C1CC=C(C)CC21 (stereo not drawn)	?	31%
Nc1cccc(Cl)c1	-15%	14%
CN1C(=O)CCS(=O)(=O)[C@@H]1c1ccc(Cl)cc1	11%[17 µM]	12%[16.9 µM]
COC(=O)/C=C\C(=O)N[C@@H]1CC[C@@]2(O)[C@H]3Cc4ccc(O)c5c4[C@@]2(CCN3CC2CC2)[C@@H]1O5	3%	-21%
CCCCC/C=C\C/C=C\C/C=C\C/C=C\CCCC(=O)OCCN	?	9%&-33%
C=CCc1ccc2c(c1)OCO2	-8%&5%	10%&9%
COc1ccc(C(=O)c2c(C)n(CCN3CCOCC3)c3cc(I)ccc23)cc1	0%	35%
C/C=C1/C[C@@H](C)[C@](O)(CO)C(=O)OCC2=CCN3CC[C@@H](OC1=O)C23 (stereo partly drawn)	6%&3%	0%&-6%
O=C(Oc1ccccc1)N1CCC2(CC1)CN(Cc1ccncc1)C2	13%	-20%
C[C@]12CCC(=O)C(O)=C1CC[C@@H]1[C@H]3CCC(=O)[C@@]3(C)CC[C@@H]12	0%	6%
CC1(C)C(O)CC(O)[C@]2(C)C1CC(O)[C@]1(C)C2CC[C@@]2(C)C(c3ccoc3)CC3OC312 (stereo partly drawn)	-6%	-1%
CCC(C)C(=O)OC1C[C@@]2(C)C(c3ccoc3)OC(=O)CC23OC2(C)OC34C(OC(=O)C(C)C)[C@]3(O)C(OC(=O)C5(C)OC5C)[C@]5(C)CC3(O)[C@](C)(C5CC(=O)OC)C14O2 (stereo partly drawn)	-20%	29%
CC(C)(N)Cc1ccc(Cl)cc1	-10%	-2%[10 µM]
c1ccc(N2CCCC3(CCNCC3)C2)cc1	1%	38%
O=[N+]([O-])c1ccccc1-c1ccccc1	-21%	10%
CC(C)Br	-2%	13%
CN(CCC(N)CC(=O)NC1C=CC(n2ccc(N)nc2=O)OC1C(=O)O)C(=N)N (stereo not drawn)	-1%	-12%
COc1cc2c3cc1Oc1c(OC)c(OC)cc4c1[C@@H](Cc1ccc(OC(=O)c5ccc([N+](=O)[O-])cc5)c(c1)Oc1ccc(cc1)C[C@@H]3N(C)CC2)N(C)CC4	?	?
O=C1CCc2cccc3c2N1CC3	-8%	-10%
CN(C(=O)COc1nc2ccccc2s1)c1ccccc1	-16%	20%
CC1CCC2(OC1)OC1CC3C4CC[C@@H]5CC(O)CC[C@@]5(C)C4CC(=O)[C@]3(C)C1C2C (stereo partly drawn)	4%	-12%
CCCC(Cn1cncn1)c1ccc(Cl)cc1Cl (stereo not drawn)	15%	-20%

Carrying on.
SMILES	VP16 counter	RORgamma inh
CC(=O)OC1CC2C(C)(C)C(O)C=C[C@@]2(C)C2CC[C@]3(C)C(=CC(=O)OC3c3ccoc3)[C@]12C (stereo partly drawn)	-7%	-12%
CC(C)NC(=O)N1CC[C@@]2(CCCNC2)C1	3%	-24%
CCOC(=O)CN1C(=O)CC(C[C@@H](O)C2C[C@@H](C)C[C@H](C)C2=O)CC1=O (stereo partly drawn)	1%	-3%
O=C1CCCCC1CN1CCCCC1 (stereo not drawn)	4%	1%
CCSC(=O)Cl	7%	-7%
COC1=C[C@H]2C3=C([C@H]2C1=O)[C@H](NC(C)=O)CCc1cc(OC)c(OC)c(OC)c13	14%[17 µM]	6%[16.9 µM]
C=COC(C)=O	-3%	15%
CCOc1ccc(-c2nc3ccc(-c4nc5ccc(N6CCN(C)CC6)cc5[nH]4)cc3[nH]2)cc1	?	2.2µM*
O=[N+]([O-])c1cc(Cl)c(Cl)c(Cl)c1	-1%	-6%
CCCCC/C=C\C/C=C\C/C=C\C/C=C\CCCC(=O)NCCCl	-21%	-42%

Among those listed so far, 2 have two or more sulfur atoms.
SMILES	VP16 counter	RORgamma inh
CCOC(=O)CC(SP(=S)(OC)OC)C(=O)OCC (stereo not drawn)	-1%&1%	-10%&16%
O=C(Nc1cccc(C(=O)Nc2cc(C(=O)Nc3ccc([S+](=O)([O-])[O-])c4cc([S+](=O)([O-])[O-])cc(SOOO)c34)ccc2F)c1)Nc1cccc(C(=O)Nc2cc(C(=O)Nc3ccc([S+](=O)([O-])[O-])c4cc([S+](=O)([O-])[O-])cc([S+](=O)([O-])[O-])c34)ccc2F)c1	-3%	7%
